# SSB-PriA inh: inhibitors of Klebsiella pneumoniae PriA binding to SSB C-terminal tail, primary screen, biochemical, AlphaScreen; PriA–SSB C-terminal tail interaction (Klebsiella pneumoniae); AlphaScreen SSBct-PriA binding, biotinylated peptide; inhibition, % at 33 µM; actives 0.6% (n = 430,000); in the data active means inhibition mostly above about 37%, no sharp cut-off; inactive means mostly below about 20%;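 further: plate controls were negative control peptide for no effect and reference peptide for full effect; strong numbers were not always called active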
# Active calls of the source: *; & = joins results of further samples. Some of the compounds tested (hit frequency here may not be typical).
nr	SMILES	SSB-PriA inh
1	C=CCOc1ccccc1/C=C(\C#N)c1nc2ccccc2c(=O)[nH]1	-27
2	Cc1ccc(NC(=S)NC(=O)c2ccc([N+](=O)[O-])cc2)nc1	2
3	FC(F)(F)C(=NP(=S)(N1CCOCC1)N1CCOCC1)N1CCOCC1	-14
4	CC1=CC(=C2C(=O)c3ccccc3C2=O)C=C(C)N1CCN1CCOCC1	-15
5	CCc1cccc2sc(NC(=O)c3ccc(S(C)(=O)=O)cc3)nc12	4
6	COc1ccc(Cc2nnc(C3CCN(S(=O)(=O)c4cccnc4)CC3)s2)cc1	-11
7	Cc1noc(C)c1S(=O)(=O)NCC1(Sc2ccccc2)CCOCC1	-1
8	Clc1ccc(C(Cc2nc3ccccc3[nH]2)=NNc2ccccc2)cc1	22
9	c1ccc(N2CCN(c3ccccc3)C2c2ccco2)cc1	-11
10	O=C(NCc1ccc2c(c1)OCO2)NC1CCC(Oc2ncccn2)CC1 (configuration not stated)	-13
11	C=CCn1cnc2c(c1=O)c1nc3ccccc3nc1n2N=Cc1cccc(OC)c1OC	-8
12	Cc1ccc(S(=O)(=O)Nc2ccc3c(c2)CCCN3C(=O)C2CC2)c(C)c1	-13

# Next results.
nr	SMILES	SSB-PriA inh
13	O=C(NCC1CCCO1)C1CN(C(=O)c2cnccn2)C1 (configuration not stated)	3
14	COc1cccc(-c2ccc(=O)n(CCCC(=O)Nc3ccccc3SC)n2)c1	2
15	COc1c(C)cnc2c1c(=O)n(CC(=O)NC1CCCC1)c(=O)n2C	-15
16	CSc1ccccc1C(=O)NCCS(=O)(=O)N1CCN(Cc2ccccc2)CC1	6&9
17	CCOC(=O)c1ccn[nH]1	-9
18	COc1cc(Cl)c(C)cc1NC(=O)Cn1c(=O)n(CCc2ccccc2)c(=O)c2nccnc21	1
19	CCOC(=O)c1ccccc1NC(=O)Cn1nc([C@H]2CCCN(S(C)(=O)=O)C2)n(C)c1=O	-14
20	O=C(NCC(=O)N1CCO[C@H](c2ccccc2)C1)c1ccccc1F	-5
21	Cc1ccc(N2CCN(N=Cc3ccncc3)CC2)cc1	-5
22	Cc1csc(NC(=O)CSc2nccn2Cc2ccc3c(c2)OCO3)n1	2&27
23	O=C(NCC1CCCN1c1ccccc1)c1c(F)cccc1F (configuration not stated)	1
24	Cc1ccc(S(=O)(=O)NN=Cc2cccs2)cc1	-10

# Random excerpt: two compounds from above.
nr	SMILES	SSB-PriA inh
14	COc1cccc(-c2ccc(=O)n(CCCC(=O)Nc3ccccc3SC)n2)c1	2
17	CCOC(=O)c1ccn[nH]1	-9

# (next part)
nr	SMILES	SSB-PriA inh
25	CCC(=O)Nc1ccc(S(=O)(=O)N2CCN(c3ccc(-c4ccco4)nn3)CC2)cc1	-6
26	CC(C)(C)OC(=O)N1CCC2(CC1)N=C(c1cccc(Cl)c1)C(=O)N2	-24
27	CN(C1CCCCC1)S(=O)(=O)c1cc(C(=O)Nc2ccc(Cl)c(Cl)c2)ccc1F	-10
28	Cc1nnsc1C(=O)NCC1CCN(S(C)(=O)=O)CC1	-9
29	COc1ccccc1-n1ncc2c(C)nnc(SCC(=O)N3CCc4ccccc43)c21	-9&3
30	O=C(c1ccc(C(F)(F)F)cc1)N(CCc1cccs1)Cc1ccoc1	18
31	O=C(c1cc(=O)[nH]c(=O)[nH]1)N1CCS[C@H](c2ccccc2Cl)CC1	-8
32	COC(=O)N1CCc2ccc(NS(=O)(=O)c3ccc(Br)s3)cc2C1	0
33	O=C(NN=Cc1c[nH]c2ccccc12)c1cc(-c2ccc3ccccc3c2)n[nH]1	18
34	CCOC(=O)c1cc([N+](=O)[O-])sc1NC(=O)c1c(-c2ccccc2Cl)noc1C	14
35	COc1ccc(O)c(C=Nc2nc3ccccc3n2C)c1	-15
36	O=C1NC(=O)C(=Cc2cc3c(cc2Br)OCCO3)C(=O)N1	-7

# Continued:
nr	SMILES	SSB-PriA inh
37	Cc1nc2scc(C)n2c(=O)c1NC(=O)C(C)(C)C	-9
38	Cc1cccc(-n2ncc3c(=O)[nH]cnc32)c1C	10
39	CC1CC(C)CN(S(=O)(=O)c2cccc(C(=O)Nc3nc(-c4cc5ccccc5o4)cs3)c2)C1 (configuration not stated)	1
40	NC(=O)[C@@H]1COc2ccccc2O1	-8
41	O=C(Nc1ccccc1Oc1ccccc1)c1ccc2ncsc2c1	4
42	COc1ccc(C=NNC(=O)c2cccc([N+](=O)[O-])c2)cc1O	4
43	CC(C)c1ccc(S(=O)(=O)N=C2C=C(NS(=O)(=O)c3ccccc3)C(=O)c3ccccc32)cc1	9
44	Cc1cc(C(O)CCNC(=O)COc2ccccc2F)c(C)o1 (configuration not stated)	-26
45	CCOC(=O)Nc1ccc2c(c1)CCCN2C(=O)c1cccs1	10
46	Cc1csc(NC(=O)c2ccc(COC(C)C)o2)n1	-9
47	CN1CCc2cc(C(CNC(=O)C(=O)NCc3ccc(F)cc3)N(C)C)ccc21 (configuration not stated)	17
48	COc1ccccc1OCC(=O)Nc1ccc2c(c1)CCC(=O)N2	-9

# The listing continues:
nr	SMILES	SSB-PriA inh
49	Cc1cccc2sc(N(CC3CCCO3)C(=O)C3CCN(S(C)(=O)=O)CC3)nc12 (configuration not stated)	-15
50	CCOc1ccc(-n2ccnc(SCC(=O)Nc3ccccc3Cl)c2=O)cc1	0
51	Cc1ccc(N(C)N=Cc2ccc(Cl)cc2Cl)nn1	-1
52	O=C(N[C@H]1CC(=O)N(c2ccccc2)C1)N1CCC(O)CC1	-10
53	COc1ccc(CNC(=O)C(=O)NCC(c2ccco2)N2CCN(c3ccccc3F)CC2)cc1 (configuration not stated)	-1
54	O=C(CCSc1nnc2scc(-c3ccccc3)n12)Nc1ccc(F)cc1	-4
55	Cc1ccc(Cc2nnc(NC(=O)c3ccc(Br)s3)o2)cc1	-2
56	O=C(NCc1ccnc(-c2ccsc2)c1)C1COc2ccccc2O1 (configuration not stated)	-14
57	CN1CCCc2cc(C(CNS(=O)(=O)c3cccc(Cl)c3)N(C)C)ccc21 (configuration not stated)	26
58	Cc1nsc(C(=O)NCCc2cccs2)n1	-3
59	COc1ccc(CNC(=O)NCC2CCN(C(=O)c3ccoc3)CC2)cc1OC	0
60	O=C(O)c1cc(S(=O)(=O)N2CCC[C@H](Oc3cnccn3)C2)ccc1F	-9

# Rewritten as labelled records: part of the list above
49. Cc1cccc2sc(N(CC3CCCO3)C(=O)C3CCN(S(C)(=O)=O)CC3)nc12 (configuration not stated)
- SSB-PriA inh: -15

58. Cc1nsc(C(=O)NCCc2cccs2)n1
- SSB-PriA inh: -3

# Next records
nr	SMILES	SSB-PriA inh
61	COc1cc(COCC2CCN(C(=O)c3cccs3)CC2)cc(OC)c1	-4
62	CCN(CC)c1ccc(C=NN(c2ccccc2)c2ccccc2)c(O)c1	-1
63	O=C(O)c1ccccc1C=Nn1c(C2CCCCC2)n[nH]c1=S	-6
64	Cc1cc([N+](=O)[O-])c(NCCN)c([N+](=O)[O-])c1	2
65	Cn1nnn(-c2ccc(NS(=O)(=O)c3ccc4c(c3)OCCO4)cc2)c1=O	-3
66	CC(=O)c1ccc(NC(=O)CCS(=O)(=O)c2ccc(C)cc2)cc1	0
67	O=S(=O)(CCOc1ccccc1)NCCn1nc(-c2ccncc2)cc1C1CC1	2
68	CCC(C(=O)NCCn1ncc2c(=O)n(Cc3ccccc3F)cnc21)c1ccccc1 (configuration not stated)	2
69	NS(=O)(=O)c1ccc(CCNc2nc3c(-c4ccc(Cl)cc4)nnn3c3ccccc23)cc1	-27
70	CCOc1ccc(NC(=O)CSc2nc(-c3ccc(OC)cc3)nc3c2Cc2c(CO)cnc(C)c2O3)cc1	13
71	O=C(CS(=O)(=O)c1cccs1)Nc1ccc(F)cc1F	-5
72	Cc1cc(N2CCCC2)nc(CNC(=O)C2CC2)n1	-20

# (listing goes on)
nr	SMILES	SSB-PriA inh
73	COc1cc(/C=C/c2nc3ccccc3[nH]c2=O)cc(OC)c1	-26
74	O=C(NNC(=O)c1cccn(Cc2ccc(F)cc2)c1=O)c1ccc2c(c1)OCO2	7
75	O=S(=O)(NCC[C@H](O)c1ccsc1)c1ccc2c(c1)CCCC2	7
76	COc1ccccc1C(=O)NCCSc1ncc(-c2ccc(F)cc2)[nH]1	18
77	CCOC(=O)c1cnn(-c2nc(CC)cc(=O)[nH]2)c1C	-3
78	COc1ccc(Cc2cnc(NC(=O)/C=C/c3ccc([N+](=O)[O-])cc3)s2)cc1	16
79	Cc1cc(OC(=O)c2cc3ccccc3o2)c([N+](=O)[O-])c(=O)[nH]1	-16
80	Cc1cc(C)c2sc(N(Cc3ccccn3)C(=O)Cc3ccc(S(C)(=O)=O)cc3)nc2c1	-2&5
81	CN(c1ccccc1)S(=O)(=O)c1ccc(C(=O)Nc2c3c(nn2C)CCC3)cc1	-11
82	O=C(ON=C1CCCc2occc21)c1ccc(F)cc1	-8
83	Cc1ccccc1OCC(=O)NCC1CCN(c2ccncc2)CC1	-1
84	c1ccc(Nc2nc(Cc3ccsc3)cs2)nc1	1

# Next structures follow.
nr	SMILES	SSB-PriA inh
85	COc1cccc(NC(=O)N(Cc2cc(C3CC3)n(C)n2)C2CCCC2)c1OC	-18
86	O=C(CSc1nnc(-c2cccs2)n1-c1ccccc1)c1ccc(F)cc1	7
87	S=P(c1ccccc1)(c1ccccc1)c1ccccn1	31
88	COc1ccc(OC)c(C=NNC(=O)c2[nH]nc3c2CCc2ccccc2-3)c1	5
89	O=C(NCCOCCNC(=O)Nc1ccc([N+](=O)[O-])cc1)Nc1ccc([N+](=O)[O-])cc1	11
90	O=C(Nc1cccs1)Nc1ccccc1Cc1nc(-c2ccco2)no1	-1
91	COc1ccc(CC(=O)Nc2nc(-c3ccccc3)c(C(=O)c3ccccc3)s2)cc1C	12
92	COc1cc(OC)c(Nc2c(C(=O)N3CCSCC3)cnc3ccc(F)cc23)cc1Cl	5
93	COc1ccc(CC(=O)N2CC(S(=O)(=O)c3ccc(F)cc3)C2)cc1OC	-10
94	CC(=O)Nc1cccc(NC(=O)C(=O)NCCc2ccc(N(C)C)cc2)c1	9
95	CCOC(=O)c1c(NC(=O)c2ccc(S(=O)(=O)N3CCCCC3)cc2)sc2c1CCC2	-1
96	O=C(Nc1cccnc1)C(N=Nc1ccc(Cl)c(C(F)(F)F)c1)=C(O)c1ccccc1	-1

# Carrying on.
nr	SMILES	SSB-PriA inh
97	COCCN(Cc1ccoc1)C(=O)Nc1cccc(OC)c1OC	-9
98	Cc1cccc(N=NC(=CO)C(=O)c2cccs2)c1	40
99	Cc1ccc(NC(=O)c2scc(-c3ccccc3)c2S(=O)(=O)N(C)c2ccc(F)cc2)cc1F	-9
100	O=S(=O)(NCCOc1ccc2nnc(-c3ccccc3)n2n1)c1ccc2c(c1)CCCC2	3
101	Cn1cccc(C(=O)NCCc2ncc(-c3cccs3)[nH]2)c1=O	-12
102	CC1(C)OC2OC(C(=O)NCC(=O)Nc3ccccc3)C3OC(C)(C)OC3C2O1 (configuration not stated)	-16
103	COc1ccccc1-c1cc(C(=O)NN=C/C=C/c2ccccc2[N+](=O)[O-])c2ccccc2n1	10
104	O=C(NCCS(=O)(=O)N1CCc2ccccc2C1)c1ccc(S(=O)(=O)N2CCCC2)cc1	7
105	C=CCN(CC=C)C[C@H](O)CN1c2ccccc2Sc2ccccc21	13
106	CC(=NNc1ccc(Cl)c(C(=O)O)c1)c1ccc[nH]1	-2
107	O=C(Nc1nc(-c2ccccn2)cs1)c1ccc(S(=O)(=O)N2CCOCC2)cc1	114*
108	COc1ccc(S(=O)(=O)C2CN(C(=O)c3ccc(Cl)s3)C2)cc1	-10

# Screen by screen, from the results shown:
# Compounds 27–38 in SSB-PriA inh read -10, -9, -9&3, 18, -8, 0, 18, 14, -15, -7, -9, 10

# Continuation:
nr	SMILES	SSB-PriA inh
109	CC(=NNc1cccc([N+](=O)[O-])c1)c1cc(F)ccc1O	-16
110	O=C(CCCn1nc(-c2ccc(F)cc2)ccc1=O)Nc1ccc(F)cc1F	-9
111	CN(C)c1nc(Oc2ccc(C=NO)cc2)nc(N(C)C)n1	7
112	COc1ccc(CCC(=O)NC2CC(=O)N(c3ccc(Cl)cc3)C2)cc1 (configuration not stated)	-6
113	COC(=O)c1sc(-c2ccccc2)cc1NC(=O)C1CCN(S(=O)(=O)c2cccs2)CC1	-17
114	C/C(=N/N=c1/scc(C)n1Cc1ccco1)c1ccc(F)cc1	40
115	O=C(c1ccccc1Br)N1CCN=C1SCc1cccc(F)c1	-8
116	COCC(=O)N1N=C(c2cccc(NS(C)(=O)=O)c2)CC1c1ccc(F)cc1 (configuration not stated)	15
117	COc1ccc(-c2noc(-c3cc(C4CC4)[nH]n3)n2)c(OC)c1	-5
118	COc1cc(C2C(=C(O)c3ccc4c(c3)CC(C)O4)C(=O)C(=O)N2CCCn2ccnc2)ccc1O (configuration not stated)	-15
119	CC12CCC(O)CC1=CCC1C2CCC2(C)C(C(=O)C[n+]3ccccc3)CCC12 (configuration not stated)	-1
120	O=C(CSc1nccn1C1CCCC1)NC1CCCCC1	3

# Continuation.
nr	SMILES	SSB-PriA inh
121	O=C(CSc1ccc(-c2cccc([N+](=O)[O-])c2)nn1)Nc1nc2ccccc2s1	1
122	NC(=O)Cn1nc(-c2cccs2)c2sc(N3CCCCC3)nc2c1=O	2
123	O=C(Nc1cccc(-c2ccn[nH]2)c1)c1ccc(-n2cncn2)nn1	-9
124	O[C@@H]1CSCc2nc3ccccc3n2C1	-4
125	Cc1ccc(-n2c(-c3ccc(Br)cc3)cnc2SCC(=O)Nc2ccc(Cl)cc2)cc1	-4
126	CSc1cccc2sc(N(Cc3ccco3)C(=O)c3ccc(S(=O)(=O)N(C)C)cc3)nc12	-2
127	COc1ccc(N2CC(C(=O)NCCSC3CCOCC3)CC2=O)cc1 (configuration not stated)	-18
128	CCCN1CCCc2cc(CCNC(=O)c3ccc(F)cc3)ccc21	23
129	CCOC(=O)c1cnn(-c2ccc(C(=O)NCc3ccc(F)cc3)cn2)c1C	-12
130	O=C(NCC[C@H](O)c1cccs1)C(=O)Nc1cccnc1	-9
131	Cc1ccc2nc(C(Cl)(Cl)Cl)nc(NN=Cc3ccncc3)c2c1	-7

# Source: PubChem BioAssay
